XiGFP reactiv – activators of inactive X chromosome reactivation, primary screen, imaging, XiGFP fibroblasts, GFP high-content imaging, set 2 | XiGFP mouse fibroblasts, % GFP-positive cells imaging, 3 d; cells co-treated with 5-aza-dC sensitizer; scaled so ellipticine positive control = 100% | activation, % at 7.58 µM | 360,000 tested, 0.055% active | AID 743238, 2013;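 active = mean normalized replicate activation at least 10% and every replicate at or above 10%; inconclusive = only one of the two criteria met; inactive = mean below 10% and not all replicates reach 10%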;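 note: 0% = median of on-plate neutral control wells and 100% = ellipticine 6 µM median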
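Schedule: 3 d treatment, 15 min room-temperature fixation; system: 68-5-11 XiGFP fibroblast line; buffer or medium: DMEM plus 5-aza-dC sensitizer; control set: ellipticine 6 µM positive control; compound: one concentration, pinned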
EWS-Fli inh – EWS/Fli-driven NR0B1 reporter inhibitors, primary screen, A673 cells, NR0B1 luciferase, luminescence, MLPCN library. viability-normalised. inhibition, % at 12.6 µM. 350,000 tested, 0.67% active. AID 651661, 2012;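 active = mean inhibition of at least 50% after viability correction, with every replicate also passing that limit; inconclusive = mean reaches 50% but only one of two replicates passes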;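 note: firefly luciferase signal divided by Alamar Blue viability fluorescence both relative to DMSO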
S100A4 inh HTS – inhibitors of S100A4-myosin IIA peptide binding, primary screen, biochemical, fluorescence polarization, TAMRA-MyoIIA peptide; Protein S100-A4 (Homo sapiens), P26447; inhibition, % at 10.7 µM; 360,000 tested, 0.14% active; AID 652163, 2013;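 active = mean inhibition of at least 70% across replicates, with every replicate also reaching that level; inconclusive = mean inhibition reaches 70% but some replicates fall short; inactive = mean inhibition below 70%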
Target sequence (P26447 whole entry, looked up): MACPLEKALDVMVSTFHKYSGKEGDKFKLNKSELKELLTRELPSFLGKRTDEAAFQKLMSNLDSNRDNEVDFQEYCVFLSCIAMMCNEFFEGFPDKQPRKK
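Assay system: human S100A4 monomer with TAMRA-labelled myosin IIA peptide / Buffer or medium: Calcium-containing HEPES buffer, pH 7.2 / Reagent: TAMRA-labelled myosin IIA heavy-chain peptide probe, 5 nM / Compound: one dose per compound / Timing: polarization read 5 min after assay mix addition, stable 5–60 min / Benchmarks: neutral control DMSO, positive control TFP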
RAD52 inh – RAD52 DNA annealing inhibitors, primary screen, biochemical, FRET, single point, set 2 | DNA repair protein RAD52 homolog (Homo sapiens), P43351 | recombinant RAD52 DNA annealing, FRET fluorescence | inhibition, % at 18.7 µM | 360,000 tested, 0.46% active;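 active = every replicate showing at least 50% inhibition; inconclusive = mean inhibition at least 50% but not in every replicate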
FN deposition inh – inhibitors of fibronectin matrix deposition, primary screen, AH1F cells, Alexa488-fibronectin fluorescence, plate reader; AH1F fibroblasts, overnight; inhibition, % at 12.6 µM; 350,000 tested, 0.086% active; AID 743247, 2014;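 active = mean inhibition across replicates of 30% or more, regardless of how many single replicates reach that level; inconclusive = mean under 30% yet at least half of replicates reach 30%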;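 note: positive control wells lacked labelled fibronectin entirely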
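material = AH1F fibroblast monolayer depositing Alexa488-labelled fibronectin into matrix | amount = 10000 AH1F cells/well | buffer or medium = DMEM plus 2% serum, read in PBS | incubation = 1 h cell adhesion before compound, then overnight fibronectin incubation | detection = fluorescence at 485 nm excitation, 525 nm emission | evaluation = percent inhibition as loss of matrix-bound fibronectin fluorescence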
E-sel inducer – E-selectin induction in HUVECs, primary screen, imaging, HUVEC, immunofluorescence imaging, single point; normalized: neutral wells 0, TNF-alpha wells 100; activation, % at 7.58 µM; 260,000 tested, 0.37% active; AID 686992, 2013;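 active = mean E-selectin-positive cell signal at least 10% of the positive control, reached in at least 60% of replicates, without over 20% cell loss; inconclusive = no rule given, readout overlaps actives, possibly toxicity-flagged; inactive = the rest, including those meeting only one limit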;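 note: in these data hits start at about 27%; measured in HUVEC primary endothelial cells; signal is the percent of cells scored E-selectin positive by PE staining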
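Read-out: % PE-positive cells | Test system: HUVEC | Doses: One compound dose added by pin transfer | Buffer or medium: EGM-2 over gelatin coat | Signal: Immunofluorescence imaging | Benchmarks: TNF-alpha, DMSO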
esBAF inh – Bmi1 luciferase reporter increase in mESCs, primary screen, esBAF inhibitor project, mouse ES cells, Bmi1 luciferase knock-in, single point. 24 h; 100% = twice the neutral-well signal. reporter increase, % at 12.5 µM. 350,000 tested, 2% active; in the data active = activation above about 40%; inconclusive = no clear call, values can overlap the other calls;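 note: 0% = median of the plate's neutral control wells and 100% = double that signal; a rise in the Bmi1 reporter signal indicates esBAF inhibition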
RAD54 inh – inhibitors of human RAD54 branch migration, primary screen, biochemical, fluorescence, single point; inhibition, % at 10.4 µM; RAD54 Holliday junction branch migration, FAM/BHQ fluorescence; 360,000 tested, 0.14% active; AID 602329, 2012; DNA repair and recombination protein RAD54-like (Homo sapiens), Q92698;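 active = mean normalized replicate activity at least 40 and at least half of replicates scoring 40 or more; inconclusive = only one of the two criteria met; inactive = mean below 40 and under half of replicates reaching 40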;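 note: 0% = median of neutral control wells and 100% = median of positive control wells; inhibitors cause a drop in the FAM fluorescence signal; in these data hits start at about 50%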
Target sequence (Q92698 whole entry, looked up): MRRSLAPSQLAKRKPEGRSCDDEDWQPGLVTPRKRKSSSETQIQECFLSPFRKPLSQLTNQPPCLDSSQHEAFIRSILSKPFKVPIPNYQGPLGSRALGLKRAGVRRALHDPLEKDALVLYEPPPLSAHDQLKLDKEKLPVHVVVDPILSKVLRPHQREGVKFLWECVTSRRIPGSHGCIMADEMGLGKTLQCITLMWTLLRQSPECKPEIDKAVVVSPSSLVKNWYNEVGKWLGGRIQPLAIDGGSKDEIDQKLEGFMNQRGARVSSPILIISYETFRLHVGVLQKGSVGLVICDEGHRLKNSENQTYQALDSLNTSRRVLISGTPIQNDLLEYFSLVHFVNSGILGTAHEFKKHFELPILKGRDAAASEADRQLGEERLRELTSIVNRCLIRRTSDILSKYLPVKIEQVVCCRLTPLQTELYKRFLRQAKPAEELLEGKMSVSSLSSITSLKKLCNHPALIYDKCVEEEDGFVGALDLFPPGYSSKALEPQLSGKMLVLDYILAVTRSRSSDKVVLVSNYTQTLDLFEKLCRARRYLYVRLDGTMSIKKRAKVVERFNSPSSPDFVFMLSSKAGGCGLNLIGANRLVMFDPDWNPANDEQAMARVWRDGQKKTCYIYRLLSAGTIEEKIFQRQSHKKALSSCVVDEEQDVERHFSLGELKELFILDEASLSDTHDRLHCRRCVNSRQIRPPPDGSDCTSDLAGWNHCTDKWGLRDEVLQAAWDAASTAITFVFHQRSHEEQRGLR
Starred values were filed as active, the others as inactive; ? = inconclusive; . = not tested or not shown; & = joins results of further samples.

SMILES	XiGFP reactiv	EWS-Fli inh	S100A4 inh HTS	RAD52 inh	FN deposition inh	E-sel inducer	esBAF inh	RAD54 inh
Cc1ccccc1-c1ccc2c(c1)O[C@@H](CN(C)Cc1ccncc1)[C@@H](C)CN([C@H](C)CO)S2(=O)=O	-0.7	10.0	8.3	3.1	.	-0.3	-0.4	2.4
O=C(NCCCN1CCOCC1)c1cc(-c2ccccc2F)no1	0.0	.	-5.1	-18.3	-0.2	0.7	19.6	-15.8
CC(C)CN(C(=O)COC(=O)c1cccs1)c1c(N)n(Cc2ccccc2)c(=O)[nH]c1=O	0.3	3.0	-5.6	-27.3	0.5	1.1	-0.7	-7.3
O=C(Cn1c(=O)c2cccn2c2cccnc21)NCCCN1CCN(c2ccc(F)cc2)CC1	0.1	.	1.8	-20.9	7.2	6.5	-3.0	-3.3
CC(=O)OCC(=O)C1(O)CCC2C3CCC4=CC(=O)CCC4(C)C3C(O)CC21C (stereo not given)	-0.1	3.8	5.5	-11.5	-4.9	0.5	10.5	2.8
CCOC(=O)c1c(C)oc2ccc(NS(=O)(=O)c3ccc(C(=O)O)cc3)cc12	0.2	15.1	-0.9	-24.0	3.2	.	.	.
O=C(COc1ccccc1F)Nc1ccccc1C(=O)NC1CC1	0.1	-3.8	-1.0	-26.2	-0.1	.	-4.8	-13.5
CC(Oc1ccccc1)C(=O)Nc1cccc([N+](=O)[O-])c1 (stereo not given)	0.2	-0.4	-1.5	-7.7	-0.9	7.0	.	.
CCOC(=O)c1c(-c2ccc(OC)c(OC)c2)csc1NC(=O)C1CCCO1 (stereo not given)	0.0	-0.7	-8.8	-14.5	-3.2	0.6	.	.
CCC(=O)N1C[C@H](C)[C@@H](OC)CN(C)C(=O)c2cc(NC(=O)COC)ccc2OC[C@H]1C	0.1	5.5	1.3	-22.4	3.9	0.0	0.1	-1.7
CCOc1ccc(N2C(=O)C3ON(c4ccccc4)C(c4ccco4)C3C2=O)cc1 (stereo not given)	-0.1	-26.0	2.0	-14.4	-17.3	.	.	.
C[C@@H]1CN([C@@H](C)CO)C(=O)CCCn2nncc2CO[C@H]1CN(C)S(=O)(=O)c1ccc(Oc2ccccc2)cc1	-0.1&0.0	8.0&7.1&3.8	0.1&19.4	6.2&-4.3	12.4&5.5	-0.1&0.0	-2.7&10.7&-2.4	-2.8&-0.7
CCC1CO/C(=C(\C(=C(Cl)Cl)N2CCOCC2)[N+](=O)[O-])N1 (stereo not given)	0.1	2.8	-3.6	-12.1	-6.0	4.2	-4.0	-7.9
COc1ccccc1NC(=O)COC(=O)C12CC3CC(CC(Cl)(C3)C1)C2	0.3	8.3	-4.8	-6.8	-13.8	0.2	8.1	-1.9
CO[C@H]1CN(C)C(=O)c2ccc(NC(C)=O)cc2OC[C@@H](C)N(C(=O)CN2CCOCC2)C[C@@H]1C	.	0.3	3.8	1.7	.	.	-2.1	-12.8
C[C@H]1CN([C@@H](C)CO)S(=O)(=O)c2ccc(C#CC3CCCC3)cc2O[C@@H]1CN(C)C(=O)C1CC1	-0.1	14.0	-42.7	23.9	.	0.1	2.4	2.2
CCCN(CC(=O)Nc1ccccc1C)C(=O)/C=C/c1ccc(OC)c(OC)c1	0.0	-14.5	0.3	-55.2	-4.4	0.0	-7.3	3.3
OC(c1ccccc1)(c1nc(-c2cccc(C(F)(F)F)c2)cs1)C(F)(F)F (stereo not given)	0.0	19.9	-4.9	-9.5	-9.9	-0.3	-32.2	-4.9
Cc1nnc(-c2ccc(N3CCCCCC3)c([N+](=O)[O-])c2)o1	?	-31.3	-2.1	-2.2	-4.0	-0.5	.	-11.6
COc1cccc(OCc2nnc(SCc3cc(=O)[nH]c4ccccc34)o2)c1	-0.1	6.2	2.7	-6.4	-3.1	-0.6	-5.0	.
COc1ccc(S(=O)(=O)N(C)C[C@H]2OCCCC[C@H](C)Oc3ccc(NC(=O)CCCN(C)C)cc3C(=O)N([C@@H](C)CO)C[C@@H]2C)cc1	0.2	-7.1	8.0	17.1	.	0.1	-3.5	0.6
CC(C)(C)NC(=O)NC(=O)COC(=O)c1nc(-c2ccccc2)n(-c2cccc(C(F)(F)F)c2)n1	0.0	-7.6	-1.4	-17.5	0.4	.	.	.
Cc1onc(NC(=O)NC(=O)c2c(Cl)cccc2Cl)c1Br	0.0	2.2	-4.1	-4.9	.	0.0	-0.6	5.8
CC1(c2ccc(Cl)cc2)NC(=O)N(CC(=O)Nc2ccc(N3CCCCC3)cc2)C1=O (stereo not given)	0.2	-9.5	2.4	9.1	-14.0	.	-1.9	-0.3
CC(C)C(=O)Nc1ccc2c(c1)C(=O)N(C)[C@H]1CC[C@@H](CC(=O)NCC3CC3)O[C@@H]1CO2	0.0	6.6	-0.4	-0.1	-10.5	-0.1	-0.6	5.0
COc1cccc(-n2c(=S)sc3c(=O)n(-c4ccccc4OC)c(SCC4OCCO4)nc32)c1	0.1	-4.2	-1.5	-11.2	.	.	.	.
O=C(CC1C(=O)NCCN1C/C=C/c1ccccc1)NCCCC1CCCC1 (stereo not given)	0.2	-0.5	-4.0	-37.7	.	.	18.8	9.5
CCOC(=O)/C(=C/c1ccccc1)NC(=O)c1ccco1	0.0	.	.	.	-3.5	-0.1	4.2	0.1
Cn1c(=O)c2cc(NC(=O)Nc3cccnc3)ccc2n1Cc1cccc(C(F)(F)F)c1	0.1	12.0	-9.6	-10.8	-3.8	0.8	-4.5	2.3
Cc1ccc(-n2c3nc(=O)[nH]c(=O)c-3cc3cc([N+](=O)[O-])ccc32)cc1	-0.1	7.2	.	.	9.0	1.3	4.6	0.2
O=C(O)CSc1cccc2cccnc12	0.0	14.0	-3.0	0.1	4.5&-1.7	0.0	-10.2&-4.9	-12.0&-8.7
CN(C)/C=N/c1ncc(C(=O)c2ccc(-c3ccccc3)cc2)s1	-0.1	-20.1	3.1	-14.3	-16.0	-0.2	.	.
CO[C@@H]1CN(C)C(=O)c2ccc(NC(=O)c3cnccn3)cc2OC[C@H](C)N(C(C)=O)C[C@H]1C	0.4	-3.8	24.5	-14.2	-2.8	0.3	-3.3	-1.4
O=C(CSCc1ccc([N+](=O)[O-])cc1)NC1CC2CCC1C2 (stereo not given)	-0.1	.	.	.	-3.2	0.2	.	1.3
CC(=O)N(C)C[C@@H]1Oc2cc(C3=CCCC3)ccc2S(=O)(=O)N([C@@H](C)CO)C[C@@H]1C	0.0	-6.6	5.5	2.7	-8.2	0.3	-1.4	3.0
Cc1cccc(OC(C)C(=O)N2CCN(Cc3ccc4c(c3)OCO4)CC2)c1 (stereo not given)	0.0	.	-3.3	-5.4	-30.6	.	-8.0	0.5
CCOc1ccccc1NC(=O)CN(c1ccc(OC)cc1OC)S(=O)(=O)c1ccccc1[N+](=O)[O-]	0.0	-2.0	-3.2	-10.3	-12.3	.	-3.6	-4.7
Cc1cc(C)n(C(=O)COc2ccc([N+](=O)[O-])cc2)n1	1.9	.	.	.	2.3	.	-2.4	0.3
CO[C@@H]1CN(C)C(=O)c2cc(NC(C)=O)ccc2OC[C@@H](C)N(CCc2ccccc2)C[C@H]1C	0.8	2.1	-0.2	15.8	-10.9	7.4	4.9	0.1
Cc1noc(C)c1CSCC(=O)N(C)CC(=O)Nc1ccc(F)c(F)c1F	0.1	10.3	4.8	2.3	0.2	.	2.5	3.8
CC(C)C[C@H]1COc2cccc(N3CCN(Cc4ccccc4F)CC3)c2S(=O)(=O)N1	0.1	-8.7	-6.4	-33.4	1.8	?	.	.
C[C@H]1CN([C@@H](C)CO)C(=O)c2cc(NC(=O)CCCN(C)C)ccc2O[C@@H]1CN(C)CC1CCCCC1	0.0	4.6	13.7	-5.7	.	0.0	-6.0	17.8
CN1CCN(C(=O)C[C@H]2CC[C@@H]3[C@@H](COc4ccc(NC(=O)C5CC5)cc4C(=O)N3C)O2)CC1	0.1	-4.0	4.9	1.7	-4.3	0.0	1.6	-4.0
CO[C@H]1CN(C)C(=O)c2cc(NC(=O)c3nc4ccccc4s3)ccc2OC[C@H](C)NC[C@@H]1C	-0.1	-43.1	6.9	-5.1	0.8	0.0	11.3	17.6
C[C@@H]1CCCCO[C@@H](CN(C)C(=O)Nc2cccc3ccccc23)[C@H](C)CN([C@@H](C)CO)C(=O)c2cc(NC(=O)CCC(F)(F)F)ccc2O1	0.0	-3.8	.	.	8.6	0.0	7.2	0.0
COCC(=O)N1CC(=O)N2[C@@H](CO)[C@@H](c3ccc(C#CC(C)C)cc3)[C@@H]2C1	0.1	13.2	-35.2	-10.2	.	0.1	.	.
Cc1cccc(OCc2nc3ccccc3n2C)c1	0.0	-123.1	-2.0	-10.3	-4.5	-0.1	64.2*	-9.6
CC1CC1C(=O)Nc1ccc(-c2ccccc2)cc1 (stereo not given)	0.0	-103.2	-1.0	3.1	.	.	.	.
N#Cc1c(-c2ccccc2)nc(-c2ccncc2)[nH]c1=O	0.1	-3.5	2.7	-2.2	1.6	-0.1	-5.0	-2.1
Cc1c(C=O)c2ccccc2n1CC(=O)NCc1ccc2c(c1)OCO2	0.2	6.2	-1.4	-17.5	-1.7	1.0	.	.
CN1C(=O)c2cc(NC(=O)c3ccccc3)ccc2OC[C@@H]2O[C@H](CC(=O)NC3CCCC3)CC[C@H]21	0.2	-2.4	-3.9	0.6	-8.7	0.0	0.5	2.8
CNC(=O)c1ccsc1NC(=O)CCS(=O)(=O)c1ccc(Cl)cc1	-0.2	2.9	1.8	4.9	3.5	0.6	-0.2	8.1

3 compounds from above, sorted by molar mass, largest number first:
SMILES	XiGFP reactiv	EWS-Fli inh	S100A4 inh HTS	RAD52 inh	FN deposition inh	E-sel inducer	esBAF inh	RAD54 inh
CN1C(=O)c2cc(NC(=O)c3ccccc3)ccc2OC[C@@H]2O[C@H](CC(=O)NC3CCCC3)CC[C@H]21	0.2	-2.4	-3.9	0.6	-8.7	0.0	0.5	2.8
Cc1cccc(OCc2nc3ccccc3n2C)c1	0.0	-123.1	-2.0	-10.3	-4.5	-0.1	64.2*	-9.6
CC1CC1C(=O)Nc1ccc(-c2ccccc2)cc1 (stereo not given)	0.0	-103.2	-1.0	3.1	.	.	.	.

Assay outcomes as filed in PubChem.
